MCL1-BIM inh: inhibitors of MCL1 binding to BIM-BH3, primary screen, biochemical, fluorescence polarization; Induced myeloid leukemia cell differentiation protein Mcl-1 (Homo sapiens), Q07820; GST-MCL1 / FITC-Bim-BH3 fluorescence polarization; inhibition, % at 10.9 µM; actives 0.68% (n = 320,000);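 active = inhibition above the mean inhibition of all tested compounds plus 3 SD, set per campaign, cut at about 40% in these data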;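 also: 0% = DMSO wells and 100% = unlabeled Bim-BH3 peptide control; higher means more loss of mP so more displacement of Bim peptide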
Target sequence (Q07820 whole entry, looked up): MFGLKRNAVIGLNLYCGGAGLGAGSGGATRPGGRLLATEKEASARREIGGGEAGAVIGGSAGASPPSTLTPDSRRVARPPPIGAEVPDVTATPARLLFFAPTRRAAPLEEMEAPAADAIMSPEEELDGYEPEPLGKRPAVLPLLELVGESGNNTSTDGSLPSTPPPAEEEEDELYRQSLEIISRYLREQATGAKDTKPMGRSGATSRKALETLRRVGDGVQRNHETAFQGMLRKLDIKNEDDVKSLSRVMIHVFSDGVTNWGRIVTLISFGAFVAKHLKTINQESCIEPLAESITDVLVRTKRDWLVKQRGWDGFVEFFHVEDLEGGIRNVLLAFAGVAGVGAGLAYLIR
VLA-4 inh: inhibition in human VLA-4 binding assay, primary screen, VLA-4 allosteric modulator project, MLPCN library, flow cytometry, VLA-4 expressing cells; Integrin alpha-4 (Homo sapiens), P13612; ligand binding flow cytometry; inhibition, % (about 7 µM as worked out from the volumes in the protocol); actives 0.2% (n = 330,000); in the data active = inhibition above about 50%
CR mimetic SO: reduction of superoxide in aged yeast, primary screen, HTS. actives 0.18% (n = 330,000). S. cerevisiae aged cells, superoxide DHE fluorescence; active compounds read low. AID 2690, 2010. superoxide response (% of plate mean), % at 10 µM;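 active = superoxide response under a set limit, about three screen SD below normal, cut at about 65% in these data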;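 also: yeast aged for seven days with compound at 30 °C before DHE staining; 100% = average MFI of all compound-treated wells on the plate with controls excluded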
GRK2 inh: compounds blocking aptamer binding on GRK2 – biochemical, human GRK2, bead flow cytometry, HTS, primary screen. FAM-aptamer displacement from GRK2. inhibition of aptamer binding, % at 10 µM. actives 0.59% (n = 330,000). AID 488847, 2010;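 active = inhibition of aptamer binding above 40%, roughly 3 SD of noise, on plates passing a quality check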;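 also: median bead fluorescence of bound FAM aptamer so fluorescent compounds give negative values; no value below 0 was filed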
GLD-1 RNA inh: GLD-1/TGE RNA complex disruptors, primary screen, biochemical, fluorescence polarization; Female germline-specific tumor suppressor gld-1 (Caenorhabditis elegans), Q17339; purified GLD-1 + fluorescein TGE RNA; inhibition, % at 5.96 µM; actives 0.44% (n = 320,000); AID 2280, 2010;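 active = percent inhibition above a per-plate cutoff, the plate mean of test compounds plus 3 SD, cut at about 30% in these data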;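 also: 0% = DMSO wells with GLD-1 and probe and 100% = wells lacking GLD-1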
Target sequence (Q17339 whole entry, looked up): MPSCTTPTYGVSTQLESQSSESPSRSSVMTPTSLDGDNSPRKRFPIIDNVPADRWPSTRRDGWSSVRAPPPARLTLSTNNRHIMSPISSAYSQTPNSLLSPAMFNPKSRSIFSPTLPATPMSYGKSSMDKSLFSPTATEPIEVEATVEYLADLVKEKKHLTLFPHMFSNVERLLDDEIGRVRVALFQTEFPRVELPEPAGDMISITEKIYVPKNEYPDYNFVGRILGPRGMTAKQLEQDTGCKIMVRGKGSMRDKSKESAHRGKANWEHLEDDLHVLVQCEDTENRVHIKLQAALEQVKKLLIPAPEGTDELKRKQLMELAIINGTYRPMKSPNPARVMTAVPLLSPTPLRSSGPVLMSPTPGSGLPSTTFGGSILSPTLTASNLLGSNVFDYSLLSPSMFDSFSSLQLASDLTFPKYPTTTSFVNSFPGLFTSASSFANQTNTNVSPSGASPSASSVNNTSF
CIT2 TOR yeast: modulators of CIT2-GFP expression in yeast, primary screen, S. cerevisiae, GFP fusion, multiplex flow cytometry, MLPCN library. actives 0.065% (n = 320,000). GFP response vs DMSO, % at 10 µM. S. cerevisiae CIT2-GFP strain, 3 h; 100 means same as DMSO wells;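 active = GFP response relative to DMSO above a set limit, near the screen mean plus 3 SD, cut at about 150% in these data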;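 also: ratio of well median GFP fluorescence to mean of DMSO wells on the plate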
MEX-5 binding: MEX-5 zinc finger RNA-binding disruptors – biochemical, C. elegans, fluorescence polarization, MLPCN library, primary screen; MEX-5/FITC-TCR2 RNA binding; active compounds read low; activity score (negative = inhibition of binding), % at 10 µM; actives 0.38% (n = 300,000);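 active = inhibition past about -25% in most replicates, and total fluorescence under double the plate's negative control median, limit read from the data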;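 also: 0% = DMSO and -100% = 5 µM competing unlabeled TCR2 RNA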
AGP1-GFP MLPCN: modulators of AGP1-GFP expression in yeast TOR pathway, primary screen, cell-based, multiplex flow cytometry, S. cerevisiae, MLPCN library; AID 2066, 2009; GFP response vs DMSO, % at 10 µM; actives 0.02% (n = 320,000); 3 h; GFP as percent of DMSO wells;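 active = GFP response relative to DMSO above a set limit, near screen average plus 3 SD, cut at about 150% in these data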;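 also: median GFP channel fluorescence of the gated AGP1 strain per well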
BCLXL inh: inhibitors of human Bcl-xL, primary screen, biochemical, fluorescence polarization, HTS; inhibition, % at 10.9 µM; Bcl-2-like protein 1 (Homo sapiens), Q07817; GST-Bcl-xL / FITC-Bim BH3 peptide fluorescence polarization; actives 0.7% (n = 320,000);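 active = inhibition above the mean of all tested compounds plus 3 SD, cutoff set per campaign, cut at about 30% in these data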;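 also: 0% = DMSO wells and 100% = unlabeled Bim-BH3 peptide competitor; inhibitors lower millipolarization by displacing the labeled peptide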
Target sequence (Q07817 whole entry, looked up): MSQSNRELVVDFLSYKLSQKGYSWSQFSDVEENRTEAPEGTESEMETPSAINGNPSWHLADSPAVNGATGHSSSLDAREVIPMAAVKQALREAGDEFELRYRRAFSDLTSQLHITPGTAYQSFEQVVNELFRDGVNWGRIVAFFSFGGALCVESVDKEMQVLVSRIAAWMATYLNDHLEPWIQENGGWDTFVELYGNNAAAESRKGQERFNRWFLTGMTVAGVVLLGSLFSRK
Numbers without * were called inactive; / = no result given.

SMILES	MCL1-BIM inh	VLA-4 inh	CR mimetic SO	GRK2 inh	GLD-1 RNA inh	CIT2 TOR yeast	MEX-5 binding	AGP1-GFP MLPCN	BCLXL inh
CSCC[C@H](NC(=O)N1CCn2c1nc1ccccc12)C(=O)NCC1CCCO1 (stereo not given in full)	3.1	1.8	102.9	2.0	5.9	95.5	3.4	98.5	3.6
Cc1nccc2oc(=O)c(NC(=O)c3ccc(Cl)cc3)cc12	3.2	0.6	94.6	0.0	-1.3	80.5	-1.1	94.6	0.9
CC1CCCN(C(=O)c2ccc(OC3CCN(CCc4ccccc4)CC3)cc2)C1 (stereo not given)	4.9	-5.5	95.3	0.0	4.6	100.4	2.5	106.5	1.6
COc1ccccc1N(CC(=O)Nc1ccc(S(=O)(=O)N2CCOCC2)cc1)S(C)(=O)=O	-5.4	12.0	104.5	0.0	1.4	96.2	-4.7	100.6	-1.7
CSc1nc(NC(C)C)nc(N2CCOCC2)n1	-4.3	17.7	100.8	0.0	-1.9	90.2	-2.2	80.3	0.1
COc1cc(C(=O)Nc2nc3ccccc3[nH]2)cc(OC)c1OC	-3.2	-6.7	98.7	1.0	6.0	107.5	-1.7	100.5	-1.0
CCN(C(=O)CSc1nnc(-c2ccco2)n1CC)c1c(N)n(Cc2ccccc2)c(=O)[nH]c1=O	-0.1	-0.5	86.0	0.0	5.2	96.5	/	100.7	-1.7
COc1ccc(CNC(=O)C(C)N2CCN(c3ccc(C(C)=O)cc3)CC2)cc1 (stereo not given)	-3.4	5.2	103.9	0.0	-4.4	122.4	-3.5	112.3	0.1
O=C(OCCOCCN=C1NS(=O)(=O)c2ccccc21)c1ccccc1Br	2.0	0.7	104.7	0.0	6.4	92.0	4.5	98.1	4.0
CC1=C(C(=O)Nc2ccc(C(=O)NC(C)c3ccccc3)cc2)SCCO1 (stereo not given)	3.9	44.5	91.4	0.0	2.7	105.0	-1.6	102.6	3.9
O=C(C1CCN(S(=O)(=O)c2cccs2)CC1)N1CCc2ccccc2C1	3.9	12.9	85.1	1.0	4.7	96.5	-1.4	99.7	5.8
Cc1c(C(=O)N2CCCCC2)c(S(=O)(=O)N(C)Cc2ccccc2)c(C)n1C	2.7	-8.3	114.0	0.0	11.2	108.3	1.9	102.5	1.5
COc1ccccc1N1CCN(C(=O)c2cccc(N3C(=O)NC4CC3(C)Oc3ccccc34)c2)CC1 (stereo not given)	0.7	2.3	102.5	1.0	0.7	81.0	-0.6	97.6	11.8
NS(=O)(=O)c1ccc(-n2nc(C(=O)O)cc2-c2ccc(Cl)cc2)cc1	-6.2	-5.2	100.3	0.0	-4.0	110.8	-1.7	106.7	2.9
COC(=O)c1[nH]c2cccc(OC)c2c1NC(=O)CCN1CC(C)CC(C)C1 (stereo not given)	-7.0	-4.4	105.2	0.0	0.8	109.4	0.5	107.9	-3.3
COc1cc(C(C)=O)ccc1O	10.7	-10.5	98.8	1.0	2.3	85.7	0.6	85.1	-6.6
Nc1nc(NC(=O)/C=C/c2ccccc2)nn1-c1ccccc1	-6.0	-4.4	105.3	0.0	-5.0	97.0	-2.5	100.1	0.0
CCN(CCn1cccn1)C(=O)CCc1nnc(CCCc2ccccc2)o1	-2.2	-0.2	105.9	0.0	-0.3	101.3	0.5	102.8	-4.7
Nc1nc(N2CCN(c3cccc(Cl)c3)CC2)n[nH]1	-2.1	5.1	101.7	1.0	5.6	106.2	0.0	100.1	-1.2
CCC(C)(C)C1CCc2[nH]nc(C(=O)NC3CCCC3)c2C1 (stereo not given)	-2.5	-8.9	115.8	1.0	2.5	95.7	/	89.6	-1.4

Continued, starting with the last three of the part before.
SMILES	MCL1-BIM inh	VLA-4 inh	CR mimetic SO	GRK2 inh	GLD-1 RNA inh	CIT2 TOR yeast	MEX-5 binding	AGP1-GFP MLPCN	BCLXL inh
CCN(CCn1cccn1)C(=O)CCc1nnc(CCCc2ccccc2)o1	-2.2	-0.2	105.9	0.0	-0.3	101.3	0.5	102.8	-4.7
Nc1nc(N2CCN(c3cccc(Cl)c3)CC2)n[nH]1	-2.1	5.1	101.7	1.0	5.6	106.2	0.0	100.1	-1.2
CCC(C)(C)C1CCc2[nH]nc(C(=O)NC3CCCC3)c2C1 (stereo not given)	-2.5	-8.9	115.8	1.0	2.5	95.7	/	89.6	-1.4
O=S(=O)(Nc1nc2ccccc2nc1NCC1CCCO1)c1cccs1 (stereo not given)	-0.2	11.1	104.5	0.0	-1.0	90.9	1.5	/	2.0
CN1N=C2c3ccccc3CCC2C1c1ccc(Cl)cc1 (stereo not given)	1.9	8.2	112.3	0.0	-2.4	100.1	1.4	103.1	5.6
CC1CCCN(c2ccc3nncn3n2)C1 (stereo not given)	-7.4	3.2	109.9	1.0	-6.3	102.6	0.2	92.2	0.6
Cc1cccc(C(=O)n2cnnc2N)c1	3.4	11.0	77.2	2.0	5.5	97.8	0.7	98.5	2.9
COc1ccc(NS(=O)(=O)c2cccc(C(=O)N3CCC3)c2)cc1	3.3	-7.7	117.6	1.0	1.6	93.7	0.7	108.3	5.7
CN(C)C(=O)c1ccc2c(c1)n(C)c(=O)n2C	-2.5	9.8	118.3	5.0	-0.9	88.7	1.3	92.4	-0.5
COc1ccc(-c2cnnc(N/N=C/c3ccc(O)c(OC)c3)n2)cc1	7.0	11.7	98.6	0.0	-3.0	133.6	-0.6	116.9	6.6
COc1ccccc1C(=O)NCCC(=O)NC(C)CCc1ccccc1 (stereo not given)	-13.4	-34.7	88.6	2.0	-0.1	86.3	-3.9	99.8	-3.7
Cc1ccc(S(=O)(=O)CCC(=O)OCC(=O)Nc2ccc(N3CCOCC3)cc2)cc1	-3.4	1.3	97.4	0.0	-3.4	99.9	-2.1	105.3	0.5
CCOC(=O)CNC(=O)CSc1ncnc2c1cnn2-c1ccc(OC)cc1	17.9	12.3	95.9	0.0	1.0	93.9	-0.1	91.7	2.7
CC(C(=O)Nc1cccc(Br)c1)c1ccc([N+](=O)[O-])cc1 (stereo not given)	-2.9	-3.8	122.6	0.0	-0.2	100.2	2.6	105.2	-5.1
COc1ccc(NC(=S)N2CCN(Cc3ccc(C)cc3)CC2)cc1	1.6	3.8	102.7	5.0	0.9	89.2	-0.4	99.2	8.2
CCCS(=O)(=O)N1CCN=C1SCc1cccc2ccccc12	9.5	-1.8	89.9	1.0	3.3	103.2	-0.5	94.5	7.3
COc1ccccc1/C=C/C1=NC(=C\N(C)C)/C(=O)O1	3.7	7.3	114.8	1.0	-3.2	87.5	-4.1	89.6	7.5
CC(C)c1csc(CN2CCC(CO)(Cc3ccccc3)CC2)n1	8.0	5.1	95.6	0.0	-6.1	104.3	0.0	108.5	0.5
Cc1nnc2ccc(-c3ccc(NC(=O)c4ccco4)cc3)nn12	5.7	-8.5	72.6	4.0	2.0	107.4	-0.3	106.7	6.3
Cc1ccccc1C(=O)Nc1ccc2c(c1)nc(CCNC(=O)c1ccco1)n2C	5.4	4.3	94.9	0.0	3.2	107.2	-0.4	111.3	1.8
Cc1ccc(Cn2cc(C(=O)NN)c(=O)c3ccc(F)cc32)cc1	-4.2	12.6	105.9	0.0	0.6	98.5	-1.0	97.0	-0.1
COC(=O)Cc1ccc(NC(=S)N2CCN(c3cc(Cl)ccc3C)CC2)cc1	2.5	-2.4	99.9	2.0	2.5	97.6	-0.6	100.0	2.6
C#CCOc1ccc(C2C(C#N)=C(N)Oc3cc(O)ccc32)cc1 (stereo not given)	-22.7	4.5	100.4	0.0	-2.4	104.9	1.7	100.9	-3.7
CC(C)(C)NC(=O)COC(=O)CCC(=O)c1ccc(F)cc1	-10.5	5.3	99.4	99.0*	9.2	95.6	0.0	99.8	0.0
COc1cccc(NS(=O)(=O)c2c(C(=O)N3CCCCCC3)c(C)n(C)c2C)c1	3.4	13.1	94.6	3.0	0.2	98.7	0.7	96.5	3.5
COc1ccc(CNc2ncnc3ccccc23)cc1	0.2	-2.0	103.3	1.0	0.1	107.4	1.8	106.1	2.9
COc1ccc(CNC(=O)c2ccc(Cn3nc(C)c([N+](=O)[O-])c3C)o2)cc1	-7.6	-4.7	86.8	2.0	-2.5	98.5	1.5	98.0	-3.3
COc1cccc(OCC(O)CN(CCO)Cc2ccccc2)c1 (stereo not given)	-0.5	10.5	106.5	1.0	-1.0	111.2	0.5	112.9	10.3
COc1ccc(OC)c(C(=O)COC(=O)c2c(OC)cccc2OC)c1	0.2	-14.2	101.7	2.0	6.9	104.9	-1.4	102.1	2.1
COC(=O)[C@@]1(Cc2ccc(F)cc2)[C@H]2c3cc(C(=O)N4CCCC4)n(CCc4ccc(O)c(O)c4)c3C[C@H]2CN1C(=O)c1ccccc1	11.9	6.0	93.7	2.0	14.4	68.4	-0.8	77.9	12.3
CC(=O)Nc1ccc(Nc2ncnc3c2cnn3-c2cccc(C)c2)cc1	-3.2	2.0	93.5	0.0	11.7	92.7	-0.3	103.0	7.5
O=C(Cn1nnc2ccccc2c1=O)N1CCCc2ccccc21	4.0	-1.2	96.6	0.0	1.1	/	-1.6	99.9	4.5
CCOc1cccc(/C=C/c2ccc3cccc(O)c3n2)c1O	7.7	-9.1	120.7	13.0	9.2	100.2	-1.1	98.3	2.1
CCC1=Nc2ccc(Br)cc2C(c2ccccc2)N1CC(=O)OC (stereo not given)	-1.0	12.6	113.0	0.0	5.6	99.1	2.2	101.2	3.0
CCCN(C(=O)CSCC(=O)Nc1ccc(OC)cc1)c1c(N)n(Cc2ccccc2)c(=O)[nH]c1=O	-5.1	-17.6	81.9	0.0	7.5	104.2	-0.1	102.0	-2.0
C=CCN1C(=O)C(CC(=O)O)S/C1=N/N=C/c1ccc(N(CC)CC)cc1 (stereo not given)	4.8	-15.1	92.6	1.0	2.7	86.0	/	93.2	2.4
CCCN1CCc2[nH]c(=S)[nH]c(=O)c2C1	6.8	29.7	87.4	3.0	-1.8	101.8	0.9	99.6	10.3
CCOC(=O)c1ccc(OCCOc2ccccc2C)cc1	10.0	2.1	103.8	0.0	-6.6	99.3	2.0	91.7	5.2
Cc1nn(C)c(Nc2ccc(Br)cc2)c1Br	-0.5	-22.1	90.9	1.0	-0.9	93.2	0.8	84.0	0.5
CN(C(=O)C1CCCCC1)C1CCS(=O)(=O)C1 (stereo not given)	2.8	7.5	103.7	1.0	5.6	112.6	-0.7	117.2	0.2
CCCCCCOc1ccc(C(CC(=O)NC)C(=O)O)cc1 (stereo not given)	-7.7	8.8	107.3	0.0	-1.6	84.3	-2.4	84.9	-1.4
CCN(c1cccc2ccccc12)S(=O)(=O)c1ccc(Cl)nc1	-4.9	-4.1	111.9	4.0	5.4	99.7	0.9	106.0	4.3
